Screening results: PubChem BioAssay, National Center for Advancing Translational Sciences (NCATS)
GLS inhibitor: inhibitors of human glutaminase (GLS); O94925; GLS enzymatic activity, qHTS titration; Potency, µM (titrated, usually from 45.5 µM), for the others: at the highest dose activity change, negative = inhibition, actives largely listed as inhibitors; 410,000 compounds, 0.21% hits; AID 624170; also: % is scaled to controls: 0 for no effect and ±100 for the full control effect
Target sequence (O94925 whole entry, looked up): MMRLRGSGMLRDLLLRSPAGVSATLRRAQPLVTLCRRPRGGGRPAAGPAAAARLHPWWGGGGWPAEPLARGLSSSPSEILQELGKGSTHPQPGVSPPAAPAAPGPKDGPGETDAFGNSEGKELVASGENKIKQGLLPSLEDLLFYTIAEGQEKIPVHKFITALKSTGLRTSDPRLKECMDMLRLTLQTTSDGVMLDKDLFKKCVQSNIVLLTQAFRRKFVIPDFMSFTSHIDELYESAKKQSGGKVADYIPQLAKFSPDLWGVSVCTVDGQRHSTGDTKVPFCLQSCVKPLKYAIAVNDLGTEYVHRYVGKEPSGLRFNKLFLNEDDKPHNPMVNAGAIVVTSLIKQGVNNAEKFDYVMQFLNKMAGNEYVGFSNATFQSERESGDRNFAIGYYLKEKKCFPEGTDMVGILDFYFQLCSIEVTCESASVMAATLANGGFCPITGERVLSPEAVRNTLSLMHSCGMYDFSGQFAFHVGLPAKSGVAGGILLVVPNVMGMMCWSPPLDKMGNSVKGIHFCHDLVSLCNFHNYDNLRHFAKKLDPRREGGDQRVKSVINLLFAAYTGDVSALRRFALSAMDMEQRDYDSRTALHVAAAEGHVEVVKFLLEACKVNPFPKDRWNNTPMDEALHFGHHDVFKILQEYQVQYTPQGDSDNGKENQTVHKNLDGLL
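Human kidney-isoform GLS in 45 mM KH2PO4 pH 8.2, 0.02% Tween-20, with compound, started with 1mM L-Glutamine (added stock). Glutamate oxidase/HRP/Amplex red coupled fluorescence read at start and after 30 min at RT.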
Pin1 inhibitor: inhibitors of human Pin1 | Potency, µM (top dose mostly 115 µM), for inactives: at the highest dose activity, negative = inhibition, hits mostly inhibitors | 390,000 compounds, 0.009% hits | Q13526 | Pin1 FP peptide displacement, HiFluor488, 10 min; active = well fitted inhibition curve with a large enough effect in the polarisation, with a control signal flat, not every such curve was filed as active; inconclusive = small, poorly fitted or top-dose-only effect, or effect the other way, or a change in a side signal; inactive = no such curve, though single readings can be large or run the other way; the % refers to the polarisation; also: % is scaled to controls: 0 for no effect and ±100 for the full control effect
HP1b binding inh: blocks HP1-beta chromodomain binding to methylated histone tails; P83916; Potency, µM (top dose mostly 114 µM), for the others: at the highest dose activity change, negative = inhibition, hits mostly inhibitors; AID 540317; AlphaScreen HP1-beta / biotin-H3K9me3 peptide binding; 390,000 compounds, 0.56% hits; also: nearly all actives have a fitted effect of over 70% in size; inactives centre near 23
Target sequence (P83916 whole entry, looked up): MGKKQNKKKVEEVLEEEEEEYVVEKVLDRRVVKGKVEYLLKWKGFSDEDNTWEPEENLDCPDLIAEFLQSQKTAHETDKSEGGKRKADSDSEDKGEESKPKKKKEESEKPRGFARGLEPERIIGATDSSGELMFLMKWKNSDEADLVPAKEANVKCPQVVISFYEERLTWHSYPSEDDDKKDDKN
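AlphaScreen: HP1-beta (50 nM) preformed 30 min with biotin-H3(1-18)K9me3 peptide (50 nM) in PBS pH 7.4, 0.01% Tween-20. Compound added for 30 min at RT, then streptavidin donor/nickel chelate acceptor beads (10 ug/mL) for 30 min.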
Tb PGK inh: blocks T. brucei phosphoglycerate kinase. P07378. PGK/GAPDH coupled, Kinase-Glo luminescence, 60 min. Potency, µM (top dose mostly 57.5 µM), inactives show at the highest dose activity change, negative = inhibition, usual class: inhibitors. 380,000 compounds, 0.043% hits; also: % is scaled to controls: 0 for no effect and ±100 for the full control effect; nearly all actives have a fitted effect of over 60% in size
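Luminescent ATP detection (Kinase-Glo Plus) follows a 60-minute room-temperature incubation, with wells lacking PGK as controls. Buffer: 100 mM TEA (pH 7.6), 5 mM MgCl2, 0.01% Tween-20. Coupling enzyme GAPDH (100 nM final) supplies unstable 1,3-BPG in-well.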
rTrxR1 inhibitor: inhibitors of rat thioredoxin reductase 1 | AID 588453 | O89049 | 390,000 compounds, 1% hits | recombinant rTrxR1, NADPH fluorescence consumption, selenite substrate | Potency, µM (highest dose often 114 µM), for inactives: at the highest dose activity change, negative = inhibition, hits mostly inhibitors; also: % is scaled to controls: 0 for no effect and ±100 for the full control effect; nearly all actives have a fitted effect of over 65% in size
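Rat TrxR1 (90 nM in the dispensed reagent) was pre-reduced with 400 uM NADPH for 5 min at room temperature, then incubated with compound for 15 min. After 400 uM selenite was added, NADPH fluorescence (Ex 340/Em 450 nm) was followed for 8 min.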
ERG Ets-DNA blk: blocks human ERG Ets domain binding to DNA | P11308 | fluorescence polarization, His-ERG Ets domain / labelled DNA | Potency, µM (titrated, usually from 76.9 µM), without a hit: at the top dose FP activity, negative = inhibition, hits mostly inhibitors | 370,000 compounds, 0.028% hits; active = well fitted inhibition curve with a large enough effect in the polarisation, with a control signal flat; inconclusive = small, poorly fitted or top-dose-only effect, or effect the other way, or a change in a side signal; inactive = no such curve, though single readings can be large or run the other way; the % refers to the polarisation;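 also: polarization taken with two DNA probes labelled with fluorescein and Texas red; % of control where 0% means no effect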
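His-tagged ERG Ets domain (1 uM in the protein solution; 300mM KCl, 50mM Tris-HCl, 1mM EDTA, 1mM DTT, pH 7.5) received compound, then a probe mix of 5 nM fluorescein-DNA and 100nM Texas-615-DNA. Fluorescence polarization was read for both dyes.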
RGS4 inhibitor: human RGS4 inhibition; AID 504845; Transcreener GDP fluorescence polarization, RGS4-accelerated GTP hydrolysis; 390,000 compounds, 0.039% hits; P49798; Potency, µM (series often up to 114 µM), for the others: at the top dose activity change, negative = inhibition, usual class: inhibitors; also: % is scaled to controls: 0 for no effect and ±100 for the full control effect; nearly all actives have a fitted effect of over 75% in size; some results filed as inactive show a strong effect at the top dose
Target sequence (P49798 whole entry, looked up): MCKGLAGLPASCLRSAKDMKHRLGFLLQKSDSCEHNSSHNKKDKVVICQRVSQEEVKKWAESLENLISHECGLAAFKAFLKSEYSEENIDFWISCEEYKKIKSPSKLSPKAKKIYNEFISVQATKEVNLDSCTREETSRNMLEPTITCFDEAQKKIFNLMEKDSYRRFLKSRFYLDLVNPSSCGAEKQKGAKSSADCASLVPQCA
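MLSMR compounds (23 nl, pin-transferred) preincubated 10 min at room temperature with a 500nM (2x) first reagent, then RGS4 at 900nM (2x) plus Transcreener GDP mix added; fluorescence polarization (620/688 nm) read before and after 90 min at 30 °C.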
ALOX12 inh: inhibitors of human 12S-lipoxygenase ALOX12. 580,000 compounds, 1.1% hits. Potency, µM (titrated, usually from 108 µM), without a hit: at the top dose activity change, negative = inhibition, hits mostly inhibitors. AID 1671190. P18054. purified 12hLO, xylenol orange hydroperoxide absorbance; also: % is scaled to controls: 0 for no effect and ±100 for the full control effect
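Purified human 12hLO at 150 nM in 25 mM Hepes, 0.01% Triton X-100, pH 7.0, preincubated 15 min at room temperature with compound. Reaction started with 40 uM arachidonic acid, 30 min at room temperature. Hydroperoxide measured by Fe-xylenol orange, 573/405 nm absorbance ratio.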
JMJD2A Tudor: blocks the human JMJD2A Tudor domain; O75164; AlphaScreen JMJD2A-Tudor / H3K4me3 peptide binding; Potency, µM (titrated, usually from 114 µM), for the others: at the highest dose activity change, negative = inhibition, actives largely listed as inhibitors; 390,000 compounds, 4.4% hits; also: % is scaled to controls: 0 for no effect and ±100 for the full control effect; nearly all actives have a fitted effect of over 50% in size
Active calls of the source: *; i = inactive; ? = inconclusive; . = no result given; [ ] = dose if it differs, or a comment. Unless noted, calls follow the shape of the dose curve; as a rule, active = well fitted curve in the direction sought with a large enough effect; inconclusive = small, poorly fitted or top-dose-only effect, or another doubt; inactive = no such curve, though single readings can be large; an effect the other way counts as inactive or inconclusive. Potency is read from the fitted curve at half-maximal effect.

SMILES	GLS inhibitor	Pin1 inhibitor	HP1b binding inh	Tb PGK inh	rTrxR1 inhibitor	ERG Ets-DNA blk	RGS4 inhibitor	ALOX12 inh	JMJD2A Tudor
O=S1(=O)C=C(Oc2ccc(F)cc2)c2ccccc21	-1%	-7%	13%	-1%	-10%	5%	-33%	0%	10%
COc1cc(NS(=O)(=O)c2ccc(N/C=C\C(=O)c3ccc(C)cc3)cc2)nc(OC)n1	-11%	33%[activator]	-6%	-8%	-41%	-1%	-53%[11.4 µM]	?	?
Cc1nnc(SCC(=O)N2CC(=O)Nc3ccccc32)n1Cc1ccccc1	13%	-5%	41%[activator]	0%	20%	1%	8%	50%	0%
CCOC(=O)c1sc2nc3c(cc2c1N)C(=O)CC(C)(C)C3	8%	-2%	35%	-4%	13%	-7%	-9%	-15%	-1%
COc1cc(CCc2ccccc2)c(C(=O)O)c(O)c1C/C=C(/C)CCC=C(C)C	14%	?	17%	?	13%	0%	-18%	?	79µM*
Cc1ccc(S(=O)(=O)N2CCCC2C(=O)Nc2ccc(Br)cc2)cc1 (centres undefined)	1%	4%	64%[activator]	.	15%	1%	-5%	0%	0%
O=C(CC1(O)C(=O)N(C/C=C/c2ccccc2)c2ccccc21)c1ccccn1 (centres undefined)	7%	7%	-19%	-1%	-5%	-6%	-32%	-7%	?
Cc1ccccc1C([O-])=Nc1ccc[n+](-c2nc3ccccc3nc2NS(=O)(=O)c2ccccc2)c1	3%	?	-15%	-2%	14%[57.1 µM]	2%	-23%	.	?
COc1ccc(Cl)cc1NC(=O)Cc1coc2c(C)c(C)ccc12	1%	16%	-8%	i	0%	-2%	10%	?	0%
CN(C)c1ccc(C(=O)/C=C/c2ccc(Br)cc2)cc1	-5%	30%[activator]	40%[activator]	.	12%	3%	8%	-4%	-26%
O=C(COC(=O)c1ccccc1Br)NCc1cccs1	-13%	7%	32%	-12%	1%	7%	9%	3%	-2%
CCCCn1nc(C(=O)NCC(c2cccs2)N2CCOCC2)c2ccccc2c1=O (centres undefined)	1%	15%	33%	-9%	-2%	6%	-10%	3%	-11%
CCc1ccc(C2NC(c3ccc(CC)cc3)C([N+](=O)[O-])C(C)(C)C2[N+](=O)[O-])cc1 (centres undefined)	0%	3%	15%	0%	17%	-1%	1%	-3%	-22%
CC(C)CN1C(=O)c2ccc(C(=O)Nc3ccc(O)cc3C(=O)O)cc2C1=O	?	-2%	-6%	-8%	1%[57.1 µM]	11%	7%	0%	-25%
O=C(CSc1nccn1-c1ccc(F)cc1)Nc1nc2ccccc2s1	1%	3%	3%[57 µM]	-7%	7%[57.1 µM]	0%	-33%	-5%	-10%
O=C(Nc1ccccc1)OC1C2CCC1C(N1CCCCC1)CC2 (centres undefined)	3%	3%	7%	-6%	-9%	-4%	20%	23%	-10%
Nc1ncnc2sc3c(c12)CCNC3	2%	-7%	41%[activator]	-3%	20%	1%	19%	0%	-11%
COc1cc2ccccc2cc1C(=O)Nc1ccc(C)cn1	2%	-4%	33%	-9%	26%	19%	21%	0%	-12%
COc1ccc(NC(=O)CNC(c2ccccc2)c2ccccc2)cc1	2%	-3%	?	i	17%	3%	-25%	?	20µM*
COc1cccc(N=c2oc3ccc(OC)cc3cc2-c2nc3ccccc3[nH]2)c1	-26%	?	15%	-11%	6%	-6%	-16%	7%	?
O=C(NCc1cccnc1)c1cc(Cl)ccc1[N+](=O)[O-]	0%	-5%	29%	2%	12%	-3%	-24%	13%	-2%
O=C(O)Cc1c(C(=O)O)[nH]c2ccc(C(=O)O)cc12	6%	?	34%	-9%	23%	8%	9%	-28%	-11%
O=C(NCCc1ccccc1)c1cccc(NC(=O)C2CCC2)c1	-3%	-4%	27%	1%	20%	7%	-27%	34%[activator]	4%
CN(C)S(=O)(=O)c1ccc(NC(=O)CN2CCN(c3ccccn3)CC2)cc1	2%	-1%	73%[activator]	-6%	2%	3%	-9%[56.9 µM]	0%	-13%
COc1ccc(CNC(=O)C2CCN(C(=O)c3ccc(-c4ccccc4)cc3)CC2)cc1	-2%	13%	10%	4%	23%[57.1 µM]	-5%	10%	14%	-15%
O=C(CSc1ncccc1C(=O)Oc1ccccc1Cl)Nc1ccccc1Cl	2%	3%	23%	8%	18%	-2%	14%	8%	-5%
CCOC(=O)Cc1c(C)nc2cc(-c3ccc(Cl)cc3)[nH]n2c1=O	11%	6%	13%	-5%	6%[57.1 µM]	-5%	1%	3%	-10%
Cc1cc(=O)oc(C)c1C(=O)n1nc(C)c2c1C[C@@H]1[C@H]2C1(C)C	-3%	-5%	33%	-9%	-5%[57.1 µM]	2%	-27%	2%	-8%
N#C/C(=C\c1ccccc1)c1nc(-c2cc3c(ccc4ccccc43)oc2=O)cs1	-10%	-19%	40%[activator]	2%	-18%	-1%	30%	0%	1%
CCOc1ccccc1/C=N/Nc1ccccc1[N+](=O)[O-]	8%	-13%	-30%	2%	-14%	3%	-10%	-8%	?
O=C(Nc1ccc(Nc2ccccc2)cc1)c1cccc(F)c1	0%	-5%	5%	-2%	35%	13%	3%	-9%	?
Cc1cc(C)nc(-n2nc(C)cc2NC(=O)C(C)C)n1	0%	-1%	54%[activator]	-5%	13%	15%	2%[56.9 µM]	-1%	-7%
O=C(CCc1ccccc1)N1CCN(S(=O)(=O)c2cccs2)CC1	-8%	-3%	22%	2%	-13%	2%	-8%	-64%	1%
CC(=O)c1ccc(NC(=O)c2nc(-c3ccccc3)n(-c3ccccc3Cl)n2)cc1	0%	17%	37%	0%	-2%	7%	-8%	-2%	-4%
Cc1ccc(Nc2cc(C)nc3nnnn23)cc1	7%	2%	23%	-7%	-10%	0%	6%	152%[activator]	-12%
Cc1ccc(NC(=O)c2ccccc2OCc2ccc([N+](=O)[O-])cc2)nc1	-1%	2%	26%	12%	10%[57.1 µM]	-6%	-2%	4%	-21%
Cc1c(Nc2cc(=O)oc3ccccc23)c(=O)n(-c2ccccc2)n1C	28%	3%	-13%	-4%	-11%	3%	17%[56.9 µM]	2%	-21%[57.1 µM]
CCOC(=O)CCCCCC(=O)Nc1ccc2c(c1)CC(=O)N([C@@H](C)CO)C[C@@H](C)[C@@H](CN(C)C(=O)Nc1ccc(C(F)(F)F)cc1)O2	-6%	3%	52%[activator]	-8%	9%[57.1 µM]	-6%	1%	7%	-7%
COc1ccc(Cl)cc1Nc1nc(C)cc(C)c1C(N)=O	8%	-2%	10%	-2%	6%[57.1 µM]	-6%	34%	5%	-5%
CCOc1ccc(CCNC(=O)c2cc(=O)[nH]c3ccc(S(=O)(=O)N4CCCCC4C)cc23)cc1OCC (centres undefined)	3%	-5%	23%	5%	10%[57.1 µM]	0%	-5%	4%	-27%

Next part (3 carried over from the part before).
SMILES	GLS inhibitor	Pin1 inhibitor	HP1b binding inh	Tb PGK inh	rTrxR1 inhibitor	ERG Ets-DNA blk	RGS4 inhibitor	ALOX12 inh	JMJD2A Tudor
CCOC(=O)CCCCCC(=O)Nc1ccc2c(c1)CC(=O)N([C@@H](C)CO)C[C@@H](C)[C@@H](CN(C)C(=O)Nc1ccc(C(F)(F)F)cc1)O2	-6%	3%	52%[activator]	-8%	9%[57.1 µM]	-6%	1%	7%	-7%
COc1ccc(Cl)cc1Nc1nc(C)cc(C)c1C(N)=O	8%	-2%	10%	-2%	6%[57.1 µM]	-6%	34%	5%	-5%
CCOc1ccc(CCNC(=O)c2cc(=O)[nH]c3ccc(S(=O)(=O)N4CCCCC4C)cc23)cc1OCC (centres undefined)	3%	-5%	23%	5%	10%[57.1 µM]	0%	-5%	4%	-27%
NC1CCN(c2c(F)cc3c(=O)c(C(=O)O)cn(C4CC4)c3c2Cl)C1 (centres undefined)	-10%	0%	48%[activator]	-1%	-18%	-3%	-3%	-1%	-15%
CC(NC(=O)CN1C(=O)NC2(CCCCC2C)C1=O)c1ccccc1 (centres undefined)	7%	-9%	37%	4%	10%	2%	8%	-9%	-4%
CCC(CC)C(=O)Nc1ccc(Nc2ccccc2)cc1	0%	63%[activator]	13%	3%	3%	-2%	2%	-3%	-11%
Cc1nnc(NC(=O)c2ccc3ccccc3n2)s1	3%	-2%	14%	-7%	22%	5%	10%	?	-16%

Of the compounds above, three have bromine.
SMILES	GLS inhibitor	Pin1 inhibitor	HP1b binding inh	Tb PGK inh	rTrxR1 inhibitor	ERG Ets-DNA blk	RGS4 inhibitor	ALOX12 inh	JMJD2A Tudor
Cc1ccc(S(=O)(=O)N2CCCC2C(=O)Nc2ccc(Br)cc2)cc1 (centres undefined)	1%	4%	64%[activator]	.	15%	1%	-5%	0%	0%
CN(C)c1ccc(C(=O)/C=C/c2ccc(Br)cc2)cc1	-5%	30%[activator]	40%[activator]	.	12%	3%	8%	-4%	-26%
O=C(COC(=O)c1ccccc1Br)NCc1cccs1	-13%	7%	32%	-12%	1%	7%	9%	3%	-2%

Only part of the results is shown; rates above refer to the full screens.
